# Bioassay records as filed in PubChem BioAssay.
# M5 ag – human M5 muscarinic receptor agonists, primary screen, CHO-K1 cells, Fluo-8 calcium fluorescence; Muscarinic acetylcholine receptor M5 (Homo sapiens), P08912; CHO-K1 hM5 cells; 0% DMSO wells, 100% maximal acetylcholine response; activation, % at 3 µM; 360,000 tested, 0.19% active;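 active = activation above the run's mean over test compounds plus 3 SD, cut at about 23% in these data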;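 note: signal is peak over basal fluorescence ratio across the kinetic read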
# CHRM4 antagonist – human M4 muscarinic receptor antagonists, primary screen, CHO cells, Fluo-8 calcium fluorescence. inhibition, % at 3 µM. AID 624125, 2012. CHO-hM4 cells, ACh EC80. 360,000 tested, 0.73% active. Muscarinic acetylcholine receptor M4 (Homo sapiens), P08173;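 active = inhibition above its plate's cutoff, the mean inhibition of sample wells plus 3 SD, cut at about 27% in these data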;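 note: 0% = acetylcholine EC80 with DMSO and 100% = DMSO without agonist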
# CHRM4 PAM – human M4 muscarinic receptor positive allosteric modulators, primary screen, CHO-K1 cells, Fluo-8 calcium fluorescence. CHO-K1 hM4/Gqi5, ACh EC20; 0% = ACh EC20, 100% = maximal ACh. AID 624126, 2012. activation, % at 3 µM. 360,000 tested, 0.4% active;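 active = activation above its plate's cutoff, the mean activation of sample wells plus 3 SD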; note: some results filed as inactive read as strong as hits
# M4 ag – human M4 muscarinic receptor agonists, primary screen, CHO-K1 cells, Fluo-8 calcium fluorescence; Muscarinic acetylcholine receptor M4 (Homo sapiens), P08173; CHO-K1 hM4/Gqi5; vehicle 0%, full acetylcholine response 100%; activation, % at 3 µM; 360,000 tested, 0.14% active;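 active = activation above the run mean over all test wells plus 3 SD, cut at about 32% in these data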;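 note: peak over basal fluorescence ratio per well then scaled between controls; 0% = DMSO wells and 100% = acetylcholine at EC100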
# M5 PAM – human M5 muscarinic receptor positive allosteric modulators, primary screen, CHO-K1 cells, Fluo-8 calcium fluorescence | Muscarinic acetylcholine receptor M5 (Homo sapiens), P08912 | CHO-K1 hM5, ACh EC20 PAM; 0% = ACh EC20, 100% = ACh EC100 | activation, % at 3 µM | 360,000 tested, 0.3% active | AID 624038, 2012;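 active = activation above the run cutoff, the mean activation of all test compounds plus 3 SD, cut at about 18% in these data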
#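 Measured by: Fluo-8 calcium fluorescence; material: human M5 receptor in CHO-K1 cells; schedule: Post-acetylcholine fluorescence recording 140 s; benchmarks: low control EC20 acetylcholine (0%), high control EC100 acetylcholine (100%); read-out: Max/basal fluorescence ratio as % of EC20–EC100 ACh window; compound: single dose, 3 µM nominal final test concentration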
# IDE inh – human IDE inhibitors in live cells, primary screen, fluorescence polarization, HEK cells, FAbetaB substrate | Insulin-degrading enzyme (Homo sapiens), P14735 | inhibition, % at 5.59 µM | 320,000 tested, 0.41% active | FAbetaB cleavage;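 active = percent inhibition above the average of all tested compounds plus 3 SD, set per screening campaign, cut at about 16% in these data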;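 note: IDE supplied by intact live HEK cells; FP after avidin binding of uncleaved biotin substrate so inhibition keeps polarization high; 0% = DMSO wells and 100% = 60 µM reference IDE inhibitor Ii1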
# Target sequence (P14735 whole entry, looked up): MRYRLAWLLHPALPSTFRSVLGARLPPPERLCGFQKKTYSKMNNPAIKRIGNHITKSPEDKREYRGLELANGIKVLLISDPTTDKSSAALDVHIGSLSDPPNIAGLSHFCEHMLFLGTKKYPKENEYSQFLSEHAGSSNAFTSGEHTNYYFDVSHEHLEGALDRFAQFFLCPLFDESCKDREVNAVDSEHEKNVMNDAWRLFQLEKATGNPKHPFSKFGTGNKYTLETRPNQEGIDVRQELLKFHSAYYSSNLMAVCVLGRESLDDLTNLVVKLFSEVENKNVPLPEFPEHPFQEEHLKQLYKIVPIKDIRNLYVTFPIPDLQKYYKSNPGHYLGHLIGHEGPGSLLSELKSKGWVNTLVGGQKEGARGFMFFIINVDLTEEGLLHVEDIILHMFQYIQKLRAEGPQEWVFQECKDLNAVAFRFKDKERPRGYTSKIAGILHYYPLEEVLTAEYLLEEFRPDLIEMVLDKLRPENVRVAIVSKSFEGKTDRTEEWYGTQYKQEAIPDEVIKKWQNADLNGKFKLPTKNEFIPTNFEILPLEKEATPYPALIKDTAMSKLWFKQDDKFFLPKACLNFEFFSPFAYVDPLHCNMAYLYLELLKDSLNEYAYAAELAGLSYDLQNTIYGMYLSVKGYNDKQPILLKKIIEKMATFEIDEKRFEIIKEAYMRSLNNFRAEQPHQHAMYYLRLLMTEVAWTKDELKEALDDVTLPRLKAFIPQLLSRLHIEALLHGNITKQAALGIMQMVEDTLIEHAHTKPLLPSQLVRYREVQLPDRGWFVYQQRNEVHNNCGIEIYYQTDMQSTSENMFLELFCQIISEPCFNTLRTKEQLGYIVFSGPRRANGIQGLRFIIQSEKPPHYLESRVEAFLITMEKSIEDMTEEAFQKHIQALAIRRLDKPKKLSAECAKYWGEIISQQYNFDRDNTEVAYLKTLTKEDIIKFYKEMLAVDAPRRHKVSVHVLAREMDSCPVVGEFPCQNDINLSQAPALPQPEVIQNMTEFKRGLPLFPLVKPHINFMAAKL
# CHRM5 antagonist – human M5 muscarinic receptor antagonists, primary screen, CHO cells, Fluo-8 calcium fluorescence; inhibition, % at 3 µM; CHO-hM5 cells, ACh EC80; 360,000 tested, 0.59% active; Muscarinic acetylcholine receptor M5 (Homo sapiens), P08912; AID 624040, 2012;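 active = inhibition above a per-plate cutoff, the mean of that plate's test compounds plus 3 SD, cut at about 27% in these data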;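 note: 0% = acetylcholine EC80 with DMSO and 100% = DMSO without agonist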
# CRFBP-R2 agonist – agonists of CRF-BP/CRF-R2 complex, primary screen, cell-based, HEK293, calcium dye fluorescence, uHTS; calcium dye fluorescence (FLIPR); percent of saturating CRF peptide response; CRF-binding protein / CRF receptor 2 complex (human); activation, % at 13.2 µM; 350,000 tested, 0.46% active;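 active = activation of at least 50%, plus an integration ratio under a set limit after plate pattern correction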;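 note: plate controls were neutral control wells without compound for no effect and CRF at EC100 for full effect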
# CRFBP-R2 block – antagonists of CRF-BP/CRF-R2 complex, primary screen, cell-based, HEK293, calcium dye fluorescence, uHTS; inhibition, % at 11.8 µM; CRF-induced calcium fluorescence; 350,000 tested, 0.59% active;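 active = inhibition of the ligand-induced calcium signal above about 50% at the single tested concentration, limit read from the data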
# Active calls of the source: *; . = not tested or not shown.
SMILES,M5 ag,CHRM4 antagonist,CHRM4 PAM,M4 ag,M5 PAM,IDE inh,CHRM5 antagonist,CRFBP-R2 agonist,CRFBP-R2 block
Cc1cc(C)nc(NC(=O)c2ccc(Br)cc2)n1,0,-5,3,-1,0,-3,-4,0.1,-3
O=C(CSCC(=O)Nc1nccs1)Nc1ccccc1,-2,4,1,1,0,-5,1,-2.5,3
CCC1(c2ccccc2)NC(=O)N(CC(=O)N(C)Cc2ccccc2)C1=O (configuration not stated),0,-13,6,3,4,-1,0,-0.1,-17
CCO/N=C(\C)c1c(O)c2ccccc2n(C)c1=O,-3,6,-2,0,2,0,1,-1.1,13
CN(CC(=O)Nc1c(Cl)cccc1Cl)C(=O)CCNS(=O)(=O)c1ccccc1C(F)(F)F,1,-5,4,2,-6,2,1,-1.0,-12
COc1cc2c(-c3ccc4[nH]ccc4c3)c(-c3ccc(C#N)cc3)oc(=O)c2cc1OC,4,3,1,1,7,0,2,0.0,19
O=C(/C=C/c1ccc(O)cc1)c1c(O)cc(O)cc1O,5,-11,5,2,0,3,0,-1.4,12
CCCN1CCC(NC(=O)Nc2cccc3ccccc23)CC1,-1,6,5,1,11,-2,-8,-0.6,12
CCNS(=O)(=O)c1ccc(NC(=S)NCC2CCCO2)cc1 (configuration not stated),-3,9,-4,3,-4,-7,-1,-0.9,-6
O=C(CSc1ccc(-c2ccccn2)nn1)Nc1ccc(F)cc1F,-4,-1,6,2,1,-1,-1,-0.9,5
NS(=O)(=O)c1cccc(NC(=O)COC(=O)CCCc2c[nH]c3ccccc23)c1,4,-3,5,1,5,-2,6,-2.6,-11
O=C(NCCCCNC(=O)c1cccnc1)c1cccnc1,0,-1,0,0,1,2,-3,-0.7,-16
COCCCNC(=S)Nc1cc(C)c(C)cc1C,-14,3,-26,1,-16,-5,10,0.3,-14
CN1CCCN(c2cc(-c3ccc4ccccc4c3)nc3ccnn23)CC1,-1,-16,7,1,-1,.,2,.,.
O=C(C1CC1)N1CCc2cc(S(=O)(=O)N(CCO)Cc3ccccc3)ccc21,2,7,-11,12,-8,-2,9,1.4,18
Clc1ccccc1-c1nnc2sc(-c3ccc(Br)o3)nn12,-14,-2,-4,1,1,-6,3,-0.4,-3
Cc1ccc(C(=O)COC(=O)c2ccco2)cc1C,-2,-9,4,2,2,-2,3,1.2,-11
CC(=O)Nc1ccc(-c2cc(-c3ccccc3)nc(-c3ccccc3)n2)cc1,2,-1,-2,0,-9,0,9,0.0,-46
O=C(NCc1cccnc1)c1cccn1-c1ncc(C(F)(F)F)cc1Cl,-3,-5,0,6,-1,6,5,-0.3,-12
Cc1ccc(S(=O)(=O)N2[C@@H](c3cccc(Cl)c3)C(C(=O)O)=CC[C@H]2c2cccc(Cl)c2)cc1,0,-4,8,1,1,0,8,17,8
CN(CC(=O)NCc1ccc2c(c1)OCO2)CC(=O)Nc1ccc(F)c(F)c1F,-2,7,-6,1,-7,-1,7,-0.9,0
Cc1cccc(OCC(=O)NCCCNC(=O)c2ccc(C)nc2)c1,1,2,4,1,3,3,1,1.2,-6
CC(=O)c1ccc(OCC(C)C)c(CC(C(N)=O)C(N)=O)c1,0,3,7,3,1,1,0,-0.3,-10
Cc1ccc(NC(=S)NC2CC3CCCC(C2)N3Cc2ccco2)cc1 (configuration not stated),-11,3,-8,1,-4,-1,7,0.0,-9
CC1=C(C(=O)Nc2ccccc2)C(c2ccc(N(C)C)cc2)NC(=O)N1 (configuration not stated),-3,-8,0,1,-4,2,0,0.0,-9
# (continued)
SMILES,M5 ag,CHRM4 antagonist,CHRM4 PAM,M4 ag,M5 PAM,IDE inh,CHRM5 antagonist,CRFBP-R2 agonist,CRFBP-R2 block
COc1ccc(Cn2nnc3c(=O)[nH]c(C4CCN(S(=O)(=O)c5ccc(C)cc5)CC4)nc32)cc1,-7,8,-11,2,-6,8,3,0.4,3
O=C1CC[C@@H](OCc2ccccc2)CCN1CC[C@H](Sc1ccccc1)c1ccccc1,-5,0,0,-1,-2,1,9,1.3,5
N#Cc1ccc(Nc2nc(-c3ccccc3)c(C(=O)c3ccccc3)s2)cc1,0,4,11,0,3,.,4,.,.
O=C(Nc1cccc(S(=O)(=O)C(F)(F)F)c1)[C@H]1C[C@H](O)[C@@H](CO)O1,1,-1,1,1,3,.,0,.,.
COc1ccc(C(=O)CC(=O)c2ccccc2)cc1,-3,0,0,-1,-1,3,13,2.3,-7
CCN(CC)S(=O)(=O)c1ccc(OC)c(NS(=O)(=O)c2ccc(F)cc2)c1,-3,3,9,2,0,0,3,-1.3,3
CCOC(=O)[C@H]1[C@H]2COc3ccc(OC)cc3[C@@H]2N2C(=O)[C@H](C)NC(=O)[C@@]12C,4,1,6,2,-1,1,2,-0.9,-6
O=C(CS(=O)(=O)c1ccc(Cl)cc1)NCc1ccccc1,0,-2,-5,14,-9,0,17,-1.0,0
COc1ccccc1C(O)(c1ccccc1)c1ccccc1OC,-9,0,9,-2,5,.,5,-2.4,19
O=c1cc(CSc2nc(NCc3ccc(Cl)cc3)c3ccccc3n2)nc2ccc(Cl)cn12,-1,12,10,1,-10,.,10,7.4,-16
Cc1nn(-c2ccc(F)cc2)c2nc(N)c(C#N)c(-c3cccs3)c12,-1,18,-9,-1,-9,-1,4,-0.7,-18
COc1ccc(-c2cn(Cc3ccc4ccccc4c3)nn2)cc1,3,5,13,3,-1,3,9,3.1,-4
COc1ccc(Nc2cccc(Cl)c2)c(C(=O)O)c1,5,-4,-1,1,2,2,-5,-1.2,31
O=c1[nH]c2ccc(S(=O)(=O)N3CCN(Cc4ccccc4)CC3)cc2[nH]c1=O,-2,1,8,1,1,2,-1,1.4,19
COc1ccc(C(=O)Oc2ccc(C(=S)N3CCOCC3)cc2)cc1,4,-6,-8,12,-17,2,10,2.2,5
Cc1ccc(S(=O)(=O)Nc2ccc(C(=O)N3CCCC3)cc2)c(C)c1NS(C)(=O)=O,-2,10,1,-1,4,5,8,1.2,-2
CCOc1ccc(NC(=O)CN(C)C(=O)c2ccc(COc3ccccc3)o2)cc1OCC,1,-1,0,2,4,-1,6,-0.9,-2
Cc1cc(C)cc(NC(=O)C(OC(=O)Cn2cnc3c2c(=O)n(C)c(=O)n3C)c2ccccc2)c1 (configuration not stated),-1,-2,3,3,2,0,-2,-3.8,2
COCCn1c(C)cc(C(=O)COC(=O)c2ccc(N3CCCC3=O)cc2)c1C,-1,-6,12,1,6,4,-4,-0.7,-10
O=C(CN1CCCC1)Nc1nc(-c2ccc(Cl)cc2)cs1,-3,4,-6,2,6,.,-6,.,.
CSCCC(NS(=O)(=O)c1ccccc1)C(=O)OCc1cc(=O)oc2cc(O)ccc12 (configuration not stated),10,10,-6,5,-15,-1,8,2.0,0
COc1cc(OC)cc(-c2nc(-c3ccccc3OC)no2)c1,-4,-5,0,0,-12,7,3,2.1,-2
Cc1cccc(C)c1NC(=O)C(c1ccccc1)N1CCC2(CC1)OCCO2 (configuration not stated),-5,-1,0,1,-4,3,-9,1.1,-4
CC(=O)Nc1ccc(N2Cc3ccccc3C2)cc1,-1,-6,0,1,2,7,8,3.7,-4
CC1CCC(C(=O)NC(C(=O)Nc2ccccn2)C(C)C)CC1 (configuration not stated),-1,-8,2,2,-1,-2,1,2.1,-17

# Four entries out of the list above, ordered by the number in M5 PAM, smallest number first.
SMILES,M5 ag,CHRM4 antagonist,CHRM4 PAM,M4 ag,M5 PAM,IDE inh,CHRM5 antagonist,CRFBP-R2 agonist,CRFBP-R2 block
COc1ccc(C(=O)Oc2ccc(C(=S)N3CCOCC3)cc2)cc1,4,-6,-8,12,-17,2,10,2.2,5
CSCCC(NS(=O)(=O)c1ccccc1)C(=O)OCc1cc(=O)oc2cc(O)ccc12 (configuration not stated),10,10,-6,5,-15,-1,8,2.0,0
COc1ccc(C(=O)CC(=O)c2ccccc2)cc1,-3,0,0,-1,-1,3,13,2.3,-7
CC(=O)Nc1ccc(N2Cc3ccccc3C2)cc1,-1,-6,0,1,2,7,8,3.7,-4

# Further entries follow.
SMILES,M5 ag,CHRM4 antagonist,CHRM4 PAM,M4 ag,M5 PAM,IDE inh,CHRM5 antagonist,CRFBP-R2 agonist,CRFBP-R2 block
CC1Cc2cc(S(=O)(=O)CCC(=O)NCc3ccco3)ccc2N1C(=O)C1CC1 (configuration not stated),0,2,-6,1,3,-6,-2,1.6,4
Cc1ccccc1C(=O)NCC(c1ccco1)N1CCc2ccccc21 (configuration not stated),-2,-4,-2,0,7,5,-7,-0.8,17
COc1ccc(C(CNC(=O)c2ccc(Br)o2)N2CCN(C)CC2)cc1 (configuration not stated),-5,-2,10,0,8,-2,-2,1.7,-23
Cc1cc(C)cc(NC(=O)COc2coc(CN3CCc4ccccc43)cc2=O)c1,-3,-4,1,1,-3,3,2,-0.5,-1
CCC(=O)N(CCCN(C)C)c1nc(-c2cc(OC)ccc2OC)cs1,-2,0,4,1,0,3,2,-0.9,0
COCCCN1C(=O)C(CC(=O)NCCCN(C)C)CC(C(=O)N2CCCCCC2)=C1C (configuration not stated),0,9,8,0,-3,.,-6,.,.
COc1ccccc1CNC(=O)C1CC(c2ccccc2F)=NO1 (configuration not stated),-2,3,2,1,2,0,16,0.1,0
CCOC(=O)c1cccc(NC(=O)CSc2nnc(-c3cccnc3)n2C)c1,-4,7,-8,-2,-7,8,5,-1.0,7
Cc1ccc(C(=O)CCC(=O)OCC(=O)Nc2ccccc2SCC#N)cc1,4,2,1,6,1,2,3,6.6,-8
COc1cc(NC(=O)c2cc3c(CO)cnc(C)c3oc2=Nc2cccc(C(N)=O)c2)cc(OC)c1,1,6,1,0,6,-1,-2,-1.3,-6
CC(NC(=O)C(=O)N1CCOCC1)C(c1cccs1)N1CCN(c2ccc(F)cc2)CC1 (configuration not stated),-4,-15,0,6,-2,2,7,-2.1,-4
COc1ccccc1C(=O)NNC(=O)c1cccc(C)c1,-2,4,1,1,0,1,13,2.8,26
NC(=O)C[n+]1ccc(/C=N/O)cc1,-6,0,1,1,0,1,-7,1.3,1
CCCCC(=O)Nc1ccc(NC(=O)c2ccc([N+](=O)[O-])cc2Cl)cc1OC,-3,-10,2,1,-1,-3,-3,-4.1,13
COc1ccc2c(c1)CCc1c(C(=O)NCCN3CCOCC3)noc1-2,-3,3,-1,1,-1,0,2,0.7,22
Cc1ccc(NC(=O)CCC(=O)OCC(=O)c2ccc(Oc3ccc([N+](=O)[O-])cc3)cc2)cc1,2,7,-14,3,-9,-3,-2,-0.3,12
CCN(CC)C(=O)C1=C(C)Nc2nc3ccccc3n2C1c1cccc(OC)c1 (configuration not stated),-1,-4,2,2,1,5,-2,-1.1,-26
COc1cc(OC)c(OC)cc1CN1CCN(C(=O)CC(C)C)CC1,-6,4,-6,-1,6,-1,6,2.2,5
Cc1ccc(-n2nc3c(c2NC(=O)CC(C)C)CS(=O)(=O)C3)c(C)c1,-2,-1,-2,1,-2,4,14,-4.3,18
